# Screening results (PubChem BioAssay)
# WRN helicase inh – WRN helicase (human) inhibition; Q14191; WRN helicase unwinding, fluorescent forked duplex, kinetic; Potency, µM (top dose mostly 114 µM), for inactives: at the highest dose activity change, negative = inhibition, most hits filed as inhibitors; 0.46% of 360,000 active; AID 651768; further: potency means the concentration at half of the fitted maximal effect; on the % scale 0 is the no-effect control and ±100 the full control effect; nearly all actives have a fitted effect of over 55% in size
#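 WRN at 20 nM final preincubated with compound 15 min at room temperature; reaction started with 100 nM fluorophore/quencher forked duplex oligonucleotide and 2 mM ATP final. Unwinding followed kinetically by red fluorescence (ex 525, em 598 nm).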
# HEK293 tox – cytotoxicity in counter-screen for GLP-1R inverse agonists; HEK293 cAMP-luciferase reporter cells, luminescence, 24 h; Potency, µM (titrated, usually from 38.3 µM), for the others: at the highest dose activity change, negative = inhibition, most hits filed as inhibitors; 0.13% of 410,000 active; AID 624418;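 further: loss of luciferase light is scored as toxicity; potency means the concentration at half of the fitted maximal effect; on the % scale 0 is the no-effect control and ±100 the full control effect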
#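 Seeding density was 200 cells/uL; after overnight-length (12 h) culture, 23 nL compounds went on for 24 h at 37 °C. Readout used a luciferase detection reagent, luminescence taken after 12 min at room temperature.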
# IL-2 act – IL-2 activation; activation, % (series mostly up to about 46 µM); AID 652025; IL-2 activation reporter assay, cell-based qHTS; stimulated with anti-CD3/CD4/CD28 beads; in transgenic mouse T cells; 0.065% of 360,000 active; in the data active means activation above about 50%; inconclusive means mostly about 30% to 49%; further: 0% is about no effect
#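 Readout: EGFP and DsRed signals by fluorescent plate cytometry. Unstimulated transgenic mouse T cells received compound 60 min before antibody-bead stimulation, then incubated 18 h at 37 degrees C.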
# GLP1R inv ag – acts as inverse agonist at human GLP-1 receptor; HEK293 GLP-1R CRE-luciferase, luminescence, 24 h; GLP-1R form is constitutively active; Potency, µM (series often up to 38.3 µM), for the others: at the top dose activity change, negative = inhibition, hits mostly inhibitors; 1.6% of 410,000 active; further: potency means the concentration at half of the fitted maximal effect; on the % scale 0 is the no-effect control and ±100 the full control effect; nearly all actives have a fitted effect of over 55% in size
#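 Inverse agonists were sought by their lowering of basal cAMP reporter luciferase output in HEK293 cells stably carrying constitutively active human GLP-1R, after 24 h compound treatment.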
# PLK1 PBD block – blocks phosphopeptide binding to human PLK1 polo-box domain. P53350. 2.8% of 360,000 active. Potency, µM, inactives show max response, negative = inhibition, most hits filed as inhibitors. AID 720504. Plk1 PBD binding of FITC phosphopeptide, fluorescence polarization; further: potency means the concentration at half of the fitted maximal effect; series mostly up to about 57 µM; on the % scale 0 is the no-effect control and ±100 the full control effect; nearly all actives have a fitted effect of over 65% in size
# DRD3 antagonist – D3 dopamine receptor (human) antagonism | 2.5% of 360,000 active | P35462 | AID 652054 | D3R cells, DiscoveRx beta-arrestin luminescence, antagonist mode; active compounds read low | max response, negative = inhibition, %; in the data active means max response below about -50%; inconclusive means no clear call, values can overlap the other calls; further: on the % scale 0 is the no-effect control and ±100 the full control effect; mostly tested at two doses, the higher about 12 µM
# Target sequence (P35462 whole entry, looked up): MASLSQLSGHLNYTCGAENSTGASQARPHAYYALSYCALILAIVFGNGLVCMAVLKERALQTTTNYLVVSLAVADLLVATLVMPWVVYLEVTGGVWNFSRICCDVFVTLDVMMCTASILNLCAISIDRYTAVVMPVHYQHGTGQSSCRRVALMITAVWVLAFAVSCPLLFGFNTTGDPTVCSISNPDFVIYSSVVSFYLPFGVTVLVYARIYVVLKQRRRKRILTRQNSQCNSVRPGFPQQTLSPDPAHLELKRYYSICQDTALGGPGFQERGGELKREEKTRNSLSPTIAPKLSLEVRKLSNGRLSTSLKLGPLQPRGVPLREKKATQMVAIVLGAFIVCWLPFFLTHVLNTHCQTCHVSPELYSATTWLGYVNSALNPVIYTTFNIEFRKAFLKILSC
#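 Cells plated overnight at 1500 cells/well, then exposed to library compounds with dopamine controls for 90 minutes at 37 degrees C. DiscoveRx reagent added for 30–60 minutes at room temperature; luminescence read, quantitative HTS format.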
# PI5P4K alpha inh – PI5P4K alpha (human) kinase inhibition | AID 652105 | max response, % | 1.2% of 330,000 active | P48426 | PI5P4Kalpha enzyme, ADP-Glo luminescence, 60 min; active compounds read low; active means max response of -50% or lower; inconclusive means between -30% and -50%; inactive means -30% or higher; further: value at the top dose of about 77 µM; on the % scale 0 is the no-effect control and ±100 the full control effect
# Target sequence (P48426 whole entry, looked up): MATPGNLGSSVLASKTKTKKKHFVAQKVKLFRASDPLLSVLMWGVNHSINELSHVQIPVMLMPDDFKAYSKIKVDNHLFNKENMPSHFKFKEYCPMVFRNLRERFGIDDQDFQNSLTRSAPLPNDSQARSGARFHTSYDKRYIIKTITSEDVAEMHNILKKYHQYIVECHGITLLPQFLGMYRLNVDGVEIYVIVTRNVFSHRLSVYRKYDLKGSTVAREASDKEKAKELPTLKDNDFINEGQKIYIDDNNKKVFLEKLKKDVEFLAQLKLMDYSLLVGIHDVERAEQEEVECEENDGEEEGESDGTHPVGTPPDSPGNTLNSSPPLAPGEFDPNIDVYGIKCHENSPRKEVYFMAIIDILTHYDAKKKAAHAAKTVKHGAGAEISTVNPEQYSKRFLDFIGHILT
#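 Human PI5P4Kalpha with substrate in 0.038 M HEPES pH 7.4, 0.28 mM EGTA, 0.1% CHAPS, 5% DMSO; reaction started with 5 microM ATP (final), 60 min at room temperature. ADP formed read by ADP-Glo luminescence.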
# GLP-1R agonist – GLP-1 receptor (human) agonism. Potency, µM (top dose mostly 45.6 µM), inactives show at the highest dose activation, hits mostly activators. HEK293 GLP-1R CRE-luciferase, luminescence, 4-6 h; cells express a hypersensitive GLP-1R form. 0.007% of 380,000 active. P43220; further: potency means the concentration at half of the fitted maximal effect; % of control where 0% means no effect
# DRD3 agonist – activates the human D3 dopamine receptor; max activation, %; AID 652048; D3R DiscoveRx beta-arrestin cells, luminescence, 90 min; 0.58% of 410,000 active; P35462; in the data active means max activation above about 30%; further: 0% is about no effect; mostly tested at two doses, the higher about 12 µM
#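 Agonist mode: compounds and dopamine controls were applied to plated cells for 90 min at 37 degrees C after an overnight attachment at 1500 cells/well. Luminescent read-out followed 30 - 60 minutes at room temperature with DiscoveRx detection reagent.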
# Active calls of the source: *; ? = inconclusive; nt = not tested or not shown; & = joins results of further samples; [ ] = dose if it differs, or a comment. Unless noted, the call rests on the fitted dose curve; in most records, active means well fitted curve in the direction sought with a large enough effect; inconclusive means small, poorly fitted or top-dose-only effect, or another doubt; inactive means no such curve, though single readings can be large; an effect the other way counts as inactive or inconclusive.
SMILES,WRN helicase inh,HEK293 tox,IL-2 act,GLP1R inv ag,PLK1 PBD block,DRD3 antagonist,PI5P4K alpha inh,GLP-1R agonist,DRD3 agonist
CCCN(C(=O)c1ccc(S(=O)(=O)N2CCCC2)cc1)C1CCS(=O)(=O)C1 (stereo not drawn),-3%,10%,-0.2,15%,-17%,-20,10,-2%,6
Cc1ccc(C23CC4CC(CC(C(=O)N(C)C)(C4)C2)C3)cc1,-6%,5%,-0.2,?,-4%,8,-4,13%,-12
O=c1c2ccccc2nc(-c2ccccc2)n1CCN1CCOCC1,-9%,-6%,-2.2,0%,1%,5,0,-1%,0
COc1ccc(NC(=O)C2CC(=O)N(C(C)C)C2)cc1 (stereo not drawn),-1%,-4%,1.9,3%,1%,0,-4,-14%,5
COc1ccc2[nH]c(=O)c(CN(CCO)S(=O)(=O)c3c(C)ccc4nsnc34)cc2c1,-6%,1%,-3.5,9%,0%,42,6,13%,2
O=C(NCc1ccccc1)Nc1cccn(Cc2cccc(F)c2)c1=O,-6%,?,0.4,10%,1%,9,0,1%,2
CCCc1cc(=O)oc2cc(C)cc(OCc3nn[nH]n3)c12,-12%,-16%,1.8,4%,-3%,23,-12,2%,6
Cc1nn(-c2cc(C(F)(F)F)ccc2Cl)c2nc(C(Cl)(Cl)Cl)[nH]c(=O)c12,-10%,-12%,-0.6,?,?,-24,-10,5%,14
Cc1ccc(C(=O)Nc2cccnc2)cc1S(=O)(=O)N1CCCCCC1,-21%,-21%,-3.9,-17%,1%,7,0,1%,5
Cc1ccc(-c2csc3ncn(C(C)C(=O)O)c(=O)c23)cc1 (stereo not drawn),1%,1%,1.5,5%,2%,-23,-1,-4%,-3
CCOC(=O)C1(CCc2ccccc2)CCN(C(=O)c2cnc(C)cn2)CC1,0%,0%,-2.1,1%,-12%,-24,7,17%,-7
O=c1[nH]cnc2scc(-c3cccs3)c12,-10%,-6%,1.9,0%,-1%,-15,0,-4%,2
O=c1[nH][nH]c2c1[C@@H](c1ccc(F)cc1)O[C@H](CCOCc1ccccc1)C2,4%,2%,-0.8,-17%,-12%,0,1,5%,5
COc1ccccc1Cc1c(-c2ccccc2)nc2c(C)cc(Br)cn12,-14%,-8%,0.0,?,-8%,-12,9,9%,-15
CCOCc1cc(CN2CCC(n3nccc3NC(=O)C3CC3)CC2)ccc1OC,-13%,14%,-3.8,1%,-13%,-20,0,6%,-12
O=C(CSC(=S)N1CCCCC1)c1ccccc1,-13%,-3%,-0.8,?,-12%,-18,5,-2%,-10
CCOC(=O)c1c(NC(=S)Nc2ccccc2C)sc2c1CCC2,-6%,-3%,-0.3,6%,-8%,-29,0,1%,-4
CCn1ccnc1CN(C)C(=O)CC1C(=O)NCCN1Cc1c(F)cccc1Cl (stereo not drawn),8%,-11%,-0.4,-23%,-4%,31,-6,1%,-9
Cc1ccc(Cn2c(CN3CCOCC3)nc3c2c(=O)n(C)c(=O)n3C)cc1,2%,-9%,-2.0,0%,-2%,-6,nt,6%,2
CC(NC(=O)CCNC(=O)c1ccccc1Cl)C1CC2CCC1C2 (stereo not drawn),0%,6%,-2.0,4%,?,-20,-11,0%,-11
COCCNC(=O)CC(NS(=O)(=O)c1ccc(NC(C)=O)cc1)C(C)C (stereo not drawn),-22%,-16%,0.8,-14%,-8%,0,-7,-19%,-5
CCC(C)(C)n1nnnc1C(c1cc2cc3c(cc2[nH]c1=O)OCO3)N1CCCCC1 (stereo not drawn),2%,109%[activator],-0.4,9%,-9%,15,13,1%,2
CN(CC1COc2ccccc2O1)C(=O)c1cc(COc2c(F)cccc2F)on1 (stereo not drawn),-20%,6%,-0.5,?,-6%,-25,0,3%,-9
CCN(CC)C(=O)CN1CCC(n2c(C)nc3cc(C(F)(F)F)ccc32)CC1,3%,-3%,2.0,-20%,-8%,20,3,3%,3
CCc1cccc(NC(=O)Cn2ncn3c(cc4ccccc43)c2=O)c1,-11%,3%,2.6,?,-2%,14,nt,-5%,-5
CCOC(=O)N1CCN(C(=O)C2CCN(c3nnc(-n4cccc4)s3)CC2)CC1,-2%,8%,-2.7,-3%,2%,1,-2,-1%,3
C(=Cc1cccnc1)c1ccncc1,-1%,-6%,-0.6,-9%,0%,19,-1,9%,14
CN(c1ccccc1)S(=O)(=O)c1cc(C(=O)NCCCn2ccnc2)ccc1Cl,10%,0%,0.3,?,-6%,11,0,13%,0
CC12CCC(=O)N1C(C(=O)OCC(=O)Nc1ccc(C(F)(F)F)cc1)CS2 (stereo not drawn),5%,0%,1.2,-5%,-3%,5,2,3%,5
Cc1cc(Cl)c2oc(C(=O)NCCC3CCCCO3)c(C)c2c1 (stereo not drawn),1%,-29%,-1.4,20%,0%,1,-7,?,2
COc1ccc(N(CC(=O)NC2CCCCC2)S(=O)(=O)c2c(C)[nH]c(=O)[nH]c2=O)cc1,1%,8%,-2.8,6%,-5%,18,-2,29%,11
COc1ccc(-c2csc(Nc3ccc(S(N)(=O)=O)cc3)n2)cc1,4%,76%[activator],0.1,8%,?,-18,?,-13%,2
O=C(c1ccccc1F)N1CCN(S(=O)(=O)c2ccc3ccccc3c2)CC1,8%,-18%,0.1,-17%,5%,2,-1,2%,0
COc1ccc(N2CCN(C(=O)COC(=O)c3oc4ccc(OC)cc4c3C)CC2)cc1,0%,13%,-0.7,-18%,-3%,12,9,-12%,16
CC1CN(c2ccccn2)C(C)CN1C(=S)Nc1ccccc1 (stereo not drawn),1%,-18%,-3.9,?,1%,10,-1,5%,0
CC(C)(C)OC(=O)N1CCC[C@H]1c1nnc(SCC(=O)Nc2cccc(Cl)c2)o1,-5%,-8%,-0.2,7%,-4%,4,10,12%,-2
Cc1ccc(S(=O)(=O)N2CCN(c3ccnc4cc(Cl)ccc34)CC2)cc1C,3%,-18%,-4.5,?,2%,12,-4,12%,1
Cc1ccc(Nc2cc(Cl)nc(N)n2)c([N+](=O)[O-])c1,-3%,-10%,-0.7,23%,-9%,-10,0,28%,6
COc1cc(C(=O)OC2CC3CCC2(C)C3(C)C)ccc1OC(C)=O (stereo not drawn),-8%,-22%,0.8,?,-1%,38,20,20%,3
O=C1CCC(c2ccccc2)(C2CCN(Cc3ccccc3)CC2)C(=O)N1 (stereo not drawn),-6%,1%,0.5,-8%,-8%,-17,-2,1%&-1%,-38&4
Cc1ccc(C)n1-n1c(C)nc2sc3c(c2c1=O)CCCCC3,-3%,-13%,-0.3,11µM*,-5%,10,-1,2%,2
CCCNC(=O)c1cccc(COCC(F)(F)F)c1,-1%,44%,-2.7,22%,4%,7,-1,3%,2
Cc1ccc2c(c1)N(CCCC(=O)Nc1cccc(C(F)(F)F)c1)C(=O)CO2,-1%,4%&-3%,-1.9,-22%&-25%,27µM*,-8,8,14%,0&-7
COC(=O)C(C)NC(=O)C(C)NC(=O)OCc1ccccc1 (stereo not drawn),-1%,-2%,-0.7,-6%,-19%,-22,2,0%,-5
CCOC(=O)c1ccc2ncc(C(=O)OCC)c(NCCCN3CCOCC3)c2c1,-7%,6%,-0.8,0%,-8%,12,nt,7%,-7
CCc1cc2c(NCc3ccccc3)nc(C)nc2s1,-6%,-12%,-0.1,?,-4%,-9,-10,-5%,9
CCOC(=O)c1sc2ccc(S(=O)(=O)N3CC(C)CC(C)C3)cc2c1N (stereo not drawn),3%,-3%,1.1,-11%,-12%,-4,4,-13%,6
O=C(CSc1nc2c(c(=O)n1-c1ccccc1)SCC2)NCC1CCCO1 (stereo not drawn),-19%,3%,-0.5,9%,-6%,3,-3,3%,-3
COc1ccc(S(=O)(=O)CCC(=O)NCCc2ccc(Cl)cc2)cc1,-7%,10%,-0.7,-32%,-10%,?,nt,4%,-24
O=C(NC1CCCCC1)[C@@H]1CC=C[C@@H]2CCN(C3CCCCC3)C(=O)[C@@H]21,3%,-5%,-0.4,-3%,-10%,9,-3,2%,7
O=Cc1cnc2ccccc2c1-c1ccccc1,-1%,-21%,-2.2,?,-6%,-20,-11,23%,3
CC(C)(C)C1C/C(=C/c2ccco2)C(=O)/C(=C/c2ccco2)C1 (stereo not drawn),-49%,?,-3.6,0%,-25%,0,-12,2%,-7
COc1ccc(Cl)cc1NS(=O)(=O)c1cccc(C(=O)NC2CCN(Cc3ccccc3)CC2)c1,2%,-17%,0.8,?,-14%,-104*,-1,-7%,-25
Cc1ccc(S(=O)(=O)NC(CC(C)C)C(=O)NCC(c2ccco2)N2CCCCC2)cc1 (stereo not drawn),-4%,-1%,0.0,4.5µM*,-17%,-79*,1,-3%,-25
CCc1cc2c(=O)n3c(nc2s1)-c1[nH]c2ccc(OC)cc2c1CC3,?,86%[activator],0.0,8%,-7%,0,2,2%,5
Cc1cc(O)c(C(C)C)cc1NC(=O)Nc1cccc2ccccc12,-27%,-5%,-4.1,6.3µM*,-6%,3,1,18%,2
c1ccc(COc2ccc(-c3csnn3)cc2)cc1,-13%,2%,-0.6,23%,-7%,-61*,6,-7%,-1

# Of the compounds above, 5 contain a CF3 group:
SMILES,WRN helicase inh,HEK293 tox,IL-2 act,GLP1R inv ag,PLK1 PBD block,DRD3 antagonist,PI5P4K alpha inh,GLP-1R agonist,DRD3 agonist
Cc1nn(-c2cc(C(F)(F)F)ccc2Cl)c2nc(C(Cl)(Cl)Cl)[nH]c(=O)c12,-10%,-12%,-0.6,?,?,-24,-10,5%,14
CCN(CC)C(=O)CN1CCC(n2c(C)nc3cc(C(F)(F)F)ccc32)CC1,3%,-3%,2.0,-20%,-8%,20,3,3%,3
CC12CCC(=O)N1C(C(=O)OCC(=O)Nc1ccc(C(F)(F)F)cc1)CS2 (stereo not drawn),5%,0%,1.2,-5%,-3%,5,2,3%,5
CCCNC(=O)c1cccc(COCC(F)(F)F)c1,-1%,44%,-2.7,22%,4%,7,-1,3%,2
Cc1ccc2c(c1)N(CCCC(=O)Nc1cccc(C(F)(F)F)c1)C(=O)CO2,-1%,4%&-3%,-1.9,-22%&-25%,27µM*,-8,8,14%,0&-7
